Source: PubChem
GLP-1R inv ag: inverse agonists of human GLP-1 receptor. HEK293 GLP-1R CRE-luciferase, luminescence, 24 h; GLP-1R form is constitutively active. Potency, µM (series often up to 38.3 µM), for inactives: top-dose activity change, negative = inhibition, hits mostly inhibitors. 1.6% of 410,000 active; also: potency is read from the fitted curve at half-maximal effect; % is scaled to controls: 0 for no effect and ±100 for the full control effect; nearly all actives have a fitted effect of over 55% in size
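Cells are plated, allowed 12 hours at 37 deg C, then treated with compounds for 24 hr before luciferase detection reagent is added and luminescence is read after 12 min at room temperature. The HEK293 line carries constitutively active GLP-1R with a cAMP-responsive reporter.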
WRN inhibitor: WRN helicase (human) inhibition. Q14191. WRN helicase unwinding, fluorescent forked duplex, kinetic. Potency, µM (titrated, usually from 114 µM), for the others: at the highest dose activity change, negative = inhibition, usual class: inhibitors. 0.46% of 360,000 active. AID 651768; also: potency is read from the fitted curve at half-maximal effect; % is scaled to controls: 0 for no effect and ±100 for the full control effect; nearly all actives have a fitted effect of over 55% in size
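Fluorescence dequenching readout, ex 525 nm/em 598 nm, kinetic mode: forked duplex DNA (100 nM final) with adjacent fluorophore and quencher unwound by WRN (20 nM final) with 2 mM ATP. Compound preincubation 15 min, room temperature.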
DRD3 antagonist: blocks the human D3 dopamine receptor | 2.5% of 360,000 active | D3R cells, DiscoveRx beta-arrestin luminescence, antagonist mode; hits give low values | P35462 | max response, negative = inhibition, %; in the data active = max response below about -50%; inconclusive = no clear call, values can overlap the other calls; also: % is scaled to controls: 0 for no effect and ±100 for the full control effect; mostly tested at two doses, the higher about 12 µM
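Cells expressing the human receptor were seeded at 1500 cells/well, incubated overnight at 37 degrees C in 5% CO2, then exposed to library compounds with dopamine controls for 90 minutes at 37 degrees C before luminescent detection.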
HEK293 tox: cytotoxicity in counter-screen for GLP-1R inverse agonists. HEK293 cAMP-luciferase reporter cells, luminescence, 24 h. Potency, µM (series often up to 38.3 µM), for inactives: at the highest dose activity change, negative = inhibition, most hits filed as inhibitors. 0.13% of 410,000 active. AID 624418;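 also: loss of luciferase light is scored as toxicity; potency is read from the fitted curve at half-maximal effect; % is scaled to controls: 0 for no effect and ±100 for the full control effect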
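Compound-treated cells are incubated 24 hr at 37 deg C under 5% CO2 after a 12 hour attachment period, then luciferase detection reagent is added and luminescence is measured following 12 min at room temperature; lowered signal indicates toxicity.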
DRD3 agonist: D3 dopamine receptor (human) agonism; max activation, %; D3R DiscoveRx beta-arrestin cells, luminescence, 90 min; 0.58% of 410,000 active; in the data active = max activation above about 30%; also: 0% is about no effect; mostly tested at two doses, the higher about 12 µM
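Agonist-mode cell screen: cells plated at 1500/well and incubated overnight at 37 °C, then exposed to library compounds for 90 min at 37 °C. Detection reagent was added for 30–60 min at room temperature, and luminescence was read.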
GLP1R ag: agonists of human GLP-1 receptor; HEK293 GLP-1R CRE-luciferase, luminescence, 4-6 h; cells express a hypersensitive GLP-1R form; Potency, µM (titrated, usually from 45.6 µM), without a hit: at the highest dose activation, usual class: activators; 0.007% of 380,000 active; also: potency is read from the fitted curve at half-maximal effect; % of control where 0% means no effect
PI5P4Ka inh: blocks human PI5P4K alpha kinase activity. PI5P4Kalpha enzyme, ADP-Glo luminescence, 60 min; hits give low values. max response, %. 1.2% of 330,000 active; active = max response of -50% or lower; inconclusive = between -30% and -50%; inactive = -30% or higher; also: value at the top dose of about 77 µM; % is scaled to controls: 0 for no effect and ±100 for the full control effect
Target sequence (P48426 whole entry, looked up): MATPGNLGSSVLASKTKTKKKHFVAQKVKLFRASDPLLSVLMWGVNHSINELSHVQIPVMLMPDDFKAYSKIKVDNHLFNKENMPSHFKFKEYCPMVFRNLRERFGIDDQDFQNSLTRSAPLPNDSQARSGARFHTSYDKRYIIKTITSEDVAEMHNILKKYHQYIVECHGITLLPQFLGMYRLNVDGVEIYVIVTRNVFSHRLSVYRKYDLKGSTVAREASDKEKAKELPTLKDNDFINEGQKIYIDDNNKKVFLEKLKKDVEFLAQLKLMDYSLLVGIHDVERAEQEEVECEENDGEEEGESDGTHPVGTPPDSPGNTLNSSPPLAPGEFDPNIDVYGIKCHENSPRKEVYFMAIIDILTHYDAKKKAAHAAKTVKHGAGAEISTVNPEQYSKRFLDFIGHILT
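PI5P4Kalpha ADP-Glo assay; 5 microM ATP final; 60 min RT reaction; HEPES pH 7.4/EGTA/CHAPS, 5% DMSO; controls lacking substrate or enzyme; luminescent end-point.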
IL-2 act: activators of IL-2; activation, % (series mostly up to about 46 µM); IL-2 activation reporter assay, cell-based qHTS; stimulated with anti-CD3/CD4/CD28 beads; in transgenic mouse T cells; 0.065% of 360,000 active; in the data active = activation above about 50%; inconclusive = mostly about 30% to 49%; also: 0% is about no effect
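Unstimulated transgenic mouse T cells preincubated 60 min with compound, then stimulated with anti-CD3/anti-CD4-coated beads plus anti-CD28 for 18 h at 37 degrees C. IL-2 response read as EGFP and DsRed fluorescence by plate cytometry.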
PLK1 PBD inh: blocks phosphopeptide binding to human PLK1 polo-box domain | P53350 | Plk1 PBD binding of FITC phosphopeptide, fluorescence polarization | Potency, µM, for the others: max response, negative = inhibition, most hits filed as inhibitors | 2.8% of 360,000 active | AID 720504; also: potency is read from the fitted curve at half-maximal effect; series mostly up to about 57 µM; % is scaled to controls: 0 for no effect and ±100 for the full control effect; nearly all actives have a fitted effect of over 65% in size
Target sequence (P53350 whole entry, looked up, the tested form may be a part): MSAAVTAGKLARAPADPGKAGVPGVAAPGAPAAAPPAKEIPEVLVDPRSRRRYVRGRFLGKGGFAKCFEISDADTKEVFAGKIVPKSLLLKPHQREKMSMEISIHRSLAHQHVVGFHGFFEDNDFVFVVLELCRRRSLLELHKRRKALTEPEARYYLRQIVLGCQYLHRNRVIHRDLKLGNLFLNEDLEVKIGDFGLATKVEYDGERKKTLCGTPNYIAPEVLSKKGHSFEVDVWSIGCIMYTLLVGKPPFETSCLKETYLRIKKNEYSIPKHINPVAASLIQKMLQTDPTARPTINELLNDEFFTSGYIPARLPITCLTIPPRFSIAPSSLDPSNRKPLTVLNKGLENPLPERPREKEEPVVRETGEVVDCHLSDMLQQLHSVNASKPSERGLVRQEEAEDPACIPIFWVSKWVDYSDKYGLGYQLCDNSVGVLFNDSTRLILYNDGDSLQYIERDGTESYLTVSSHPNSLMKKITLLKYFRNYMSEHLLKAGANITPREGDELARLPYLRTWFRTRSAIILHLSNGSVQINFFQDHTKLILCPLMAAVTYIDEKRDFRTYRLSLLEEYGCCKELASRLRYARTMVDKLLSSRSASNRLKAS
Active calls of the source: *; ? = inconclusive; · = no result given; & = joins results of further samples; [ ] = another dose, or the depositor's remark. Unless noted, calls follow the shape of the dose curve; as a rule, active = well fitted curve in the direction sought with a large enough effect; inconclusive = small, poorly fitted or top-dose-only effect, or another doubt; inactive = no such curve, though single readings can be large; an effect the other way counts as inactive or inconclusive.

no.	molecule	GLP-1R inv ag	WRN inhibitor	DRD3 antagonist	HEK293 tox	DRD3 agonist	GLP1R ag	PI5P4Ka inh	IL-2 act	PLK1 PBD inh
1	O=C(COC(=O)c1ccc(S(=O)(=O)N2CCc3ccccc3C2)cc1)NC1CCS(=O)(=O)C1 (configuration not stated)	-6%	-20%	16	6%	5	3%	4	-0.9	-1%
2	Cc1ccccc1NC(=S)NCCc1c[nH]c2ccccc12	-26%	7%	-13	14%	1	11%	2	7.2	-12%
3	CCc1ccc2cc(F)cc(F)c2n1	19%	1%	8	5%	2	11%	0	-0.5	-4%
4	CC(C)n1nnnc1SCC(=O)N(C)C1CCS(=O)(=O)C1 (configuration not stated)	11%	7%	13	-6%	2	1%	-1	0.4	-1%
5	CCOc1ccc(CNC(=O)c2ccco2)cc1	0%	2%	-8	-7%	-4	-2%	0	-2.8	0%
6	Cc1ccc2nc(-c3ccncc3)cc(C(=O)Nc3ccc(F)cc3C)c2c1	10%	-6%	25	9%	3	-5%	3	0.1	2%
7	Cc1ccc(S(=O)(=O)NCCC(=O)NCc2cccnc2)cc1	8%	6%	4	0%	1	-5%	-2	-1.5	2%
8	O=C(Oc1ccc2ccc(=O)oc2c1)c1ccc([N+](=O)[O-])cc1	10%	7%	-2	64%[activator]	3	11%	0	-0.3	2%
9	Cc1[nH]nc2c1C(C(C)C)C(C#N)=C(N)O2 (configuration not stated)	0%	-1%	?	-15%	5	-7%	-16	0.0	1%
10	O=C(NCCCCc1ccccc1)c1ccccc1Cl	5µM*	-4%	6	1%	-3	9%	3	1.7	-2%
11	COc1ccc(NC(=O)c2nc3nccc(C)n3n2)cn1	16%	1%	2	6%	-22	-12%	-10	-1.5	-18%
12	Cc1cc(C)nc(NS(=O)(=O)c2ccc(NC(=O)c3snnc3C)cc2)n1	22%	3%	-18	-7%	-10	-4%	-3	-2.1	-12%
13	CCOc1ccc(-n2c(=O)c3sccc3n(CC(=O)NCCc3ccc(OC)c(OC)c3)c2=O)cc1	16%	0%	22	-18%	0	-7%	-2	0.2	3%
14	O=c1c2cc(Cl)ccc2[nH]c(=S)n1Cc1ccco1	3%	-13%	-25	-5%	-1	0%	·	4.5	?
15	Cn1nnc(NCc2cc(Br)ccc2OCc2ccccc2F)n1	?	-4%	2	-8%	-3	14%	5	0.1	-11%
16	O=C(O)c1nn2c(c1Br)NC(c1ccccc1)CC2C(F)(F)F (configuration not stated)	13%	-4%	-16	2%	8	-3%	7	-0.3	1%
17	COc1ccc(-c2nnc3ccc(SCC(=O)NCC4CCCO4)nn23)cc1 (configuration not stated)	8%	3%	-21	-26%	0	-8%	·	-3.2	-7%
18	COc1ccc(NC(=O)C2CC(=O)N(CCc3ccc(F)cc3)C2)c(OC)c1 (configuration not stated)	4%	-11%	7	1%	13	9%	-2	0.5	-4%
19	O=C(NCc1ccc(N2CCCC2=O)cc1)c1cn(CCc2ccccc2)nn1	0%	-1%	21	-10%	-1	-8%	-4	-0.6	-3%
20	Cc1cccc(NC(=O)c2c([N+](=O)[O-])cnn2C)c1	5%	11%	-3	-3%	-1	-2%	-5	0.5	-2%
21	CCN(CC)CCNc1ccc(C)c2sc3ccc(O)cc3c(=O)c12	10µM*	?	-11	?	-7	-27%	2	-3.0	8%
22	Cc1ccc(SC[C@H](Cc2ccccc2)N2CC[C@@H](C)CCC2=O)cc1	10µM*	2%	0	-6%	-7	-1%	8	-4.8	-2%
23	CC1(C)CN(c2ccccc2)N(C(=O)c2ccc(C#N)cc2)C1=O	3.2µM*	-23%	-17	-18%	-6	-3%	12	-0.6	-19%
24	CCN(C(=O)COC(=O)Cc1cccc2ccccc12)C1CCS(=O)(=O)C1 (configuration not stated)	12%	2%	6	-8%	-3	3%	1	-0.4	-5%
25	CC(O)CN(Cc1ccc(Cl)cc1)CC(C)O (configuration not stated)	1%	-5%	6	-8%	4	0%	·	2.4	1%
26	COc1ccc(CCNC(=O)/C(=C/c2cccnc2)NC(=O)c2ccccc2)cc1	4%	-35%[57.1 µM]	-5	-6%	6	7%	9	1.8	-18%
27	CCOc1ccc(S(=O)(=O)Nc2ccc(C(=O)NCCCN3CCCC3=O)cc2)cc1	8%	-4%	7	0%	1	-7%	0	-3.1	2%
28	CC(C)(C)N1CC(c2nc3ccccc3n2Cc2ccccc2)CC1=O (configuration not stated)	0%	2%	19	-12%	14	-1%	·	-1.8	-5%
29	CC(C)(C)NC(=O)/C(=C\c1ccco1)NC(=O)c1ccco1	-14%	7%	-2	-3%	-10	6%	3	-0.1	-7%
30	O=C(CSc1nnc(-c2ccc3c(c2)OCO3)o1)Nc1ncc(Cl)cc1Cl	?	8%	13	?	3	0%	?	1.8	-3%
31	COc1cc(OCc2ccc(C)cc2)ccc1CNC[C@H]1O[C@@H](n2cnc(C(N)=O)n2)[C@H](O)[C@@H]1O	13%	-1%	9	4%	12	4%	15	1.4	-8%
32	Cc1cccc(NS(=O)(=O)c2cc([N+](=O)[O-])ccc2C)n1	23%	-17%	-24	-1%	-20	6%	6	-0.5	0%
33	CCc1ccccc1OCC(=O)Nc1ccc(F)c(S(=O)(=O)N2CCOCC2)c1	?	-3%	8	1%	7	4%	-4	-6.9	2%
34	CC(C)CC1CCCC12NC(=O)NC2=O (configuration not stated)	0%	8%	3	-9%	2	5%	2	-0.2	8%
35	Cc1cc(Br)cn2c(Cc3ccccc3C(F)(F)F)c(C3CCCCC3)nc12	8%	4%	-18	4%	1	12%	10	-0.4	-7%
36	CO[C@@H]1CN(C)C(=O)c2cc(NC(=O)Nc3cc(F)ccc3F)ccc2OC[C@H](C)NC[C@@H]1C	-7%	-5%	-16	1%	-6	·	-5	-0.1	-4%
37	COc1ccc(CC(O)CO)cc1OCc1ccccc1 (configuration not stated)	-3%	7%	-5	6%	-4	7%	-4	0.7	-16%
38	COc1ccc(Oc2coc3cc(OC(=O)N4CCOCC4)ccc3c2=O)cc1	0%	-4%	14	-2%	10	-10%	·	-0.7	-1%
39	CCCCn1c(N)c(N(CC(C)C)C(=O)CSCc2ccc(Cl)c(Cl)c2)c(=O)[nH]c1=O	?	1%	0	-21%	-4	3%	0	2.9	-7%
40	O=C1CCCc2c1cc(C(=O)Nc1ccc(Cl)cn1)c(=O)n2-c1ccccc1	4%	2%	?	-5%	-1	1%	3	4.4	-5%
41	O=C(Nc1cccc(C(=O)N2CCOCC2)c1)C1CC1	14%	3%	29	5%	-8	0%	-6	-0.3	-5%
42	O=C1C=C(c2cc3ccccc3o2)C[C@@H](c2ccc(F)cc2)C1	?	8%	-4	8%	1	3%	2	0.0	2%
43	Cc1cc(=O)n2c(-c3ccc(Cl)cc3)csc2n1	61%[activator]	-8%	8	0%	7	9%	-2	-0.5	3%
44	CCOC(=O)c1c(C)c(C(=O)NCc2ccc(Cl)cc2)c(C)n1C	-1%	·	·	5%	-1	1%	·	·	·
45	CCOC(=O)c1sc(SC)c(C(C)=O)c1C	27%	6%	-6	-2%	11	3%	15	-0.1	-5%
46	Cc1cccc(N(CC(=O)Nc2ccc(CC#N)cc2)S(C)(=O)=O)c1	-3%	-3%	5	1%	-3	0%	-3	2.1	-1%
47	CCCCC1(CO)C(=O)N(c2ccccc2)N(c2ccccc2)C1=O	0%	-1%	-14	-8%	-33	0%	-5	0.0	-16%
48	COc1ccc(C2CC2/C(C)=N/OC(=O)C2CC2)cc1 (configuration not stated)	1%	-4%	23	10%	5	19%	-1	0.2	-10%
49	Cn1nc(C(=O)NCc2ccc(Cl)cc2)c2c1-c1ccccc1S(=O)(=O)C2	-16%&-7%	-3%	-3	-2%&-11%	1&6	4%	-7	1.2	-4%
50	Cc1c(Cl)cccc1NC(=O)CSc1ncc(S(=O)(=O)c2ccc(C(C)C)cc2)c(=O)[nH]1	7%	·	·	-8%	-5	-1%	·	·	·

Going on with the list.
no.	molecule	GLP-1R inv ag	WRN inhibitor	DRD3 antagonist	HEK293 tox	DRD3 agonist	GLP1R ag	PI5P4Ka inh	IL-2 act	PLK1 PBD inh
51	CCC(CO)N=CC1=C(O)CC(C)(C)CC1=O (configuration not stated)	17%	-15%	9	4%	-6	-15%	3	0.4	1%
52	Cc1ccc(S(=O)(=O)N2[C@@H](c3ccc(F)cc3)C(C(=O)O)=C[C@H]2CC2CCCC2)cc1	-27%	3%	2	-7%	-8	-2%	0	0.4	?
53	COCCn1c(-c2ccc(Br)cc2)nc2oc3cc(OC)ccc3c(=O)c2c1=O	21%	-3%	7	-5%	5	-1%	2	2.1	-2%
54	O=C(O)CN1C(=O)/C(=C\c2ccc(OC(=O)c3ccco3)cc2)SC1=S	3%	-16%[57.1 µM]	-4	-25%	0	-3%	-16	3.9	6%
55	CCN1C(=S)N[C@@H](c2cccs2)C(C(=O)OC)=C1C	6%	-11%	0	-22%	1	-2%	0	0.6	-25%
56	CCOC(=O)NC(Nc1sc2c(c1C(=O)OC)CCN(C)C2)(C(F)(F)F)C(F)(F)F	2%	2%	-2	1%	-22	0%	-7	0.1	-2%
57	COC(=O)N(NC(=O)C(O)(C(C)C)C(C)C)c1ccccc1	5%	-4%	9	1%	17	6%	4	-0.1	-1%
